From PubChem BioAssay
p53 reactivator = restores transcriptional activity of mutant p53; 320,000 tested, 0.063% active; Potency, µM (doses to about 92.2 µM), for inactives: top-dose activity change, positive = activation, most hits filed as activators; H1299 p53-A138V BP100-luciferase reporter, luminescence, 24 h; further: potency means the concentration at half of the fitted maximal effect; % of control where 0% means no effect; nearly all actives have a fitted effect of over 45% in size
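p53-null H1299 cells stably carrying temperature-sensitive p53-A138V and a BP100-luciferase reporter were pinned with compounds (4-point, 1:5 series) and held 24 hrs at 37 deg C. Luminescence was read 10 min after detection reagent.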
NPC1 promoter act = activates the NPC1 promoter | AID 485313 | Potency, µM (titrated, usually from 9.22 µM), without a hit: at the top dose activation, usual class: activators | Huh7 NPC1 promoter luciferase reporter, 24 h | 320,000 tested, 2.4% active;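 further: potency means the concentration at half of the fitted maximal effect; % of control where 0% means no effect; nearly all actives have a fitted effect of over 60% in size; reporter is driven by a mutant NPC1 promoter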
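Huh7 reporter cells (NPC1 promoter driving luciferase) are dosed with compound for 24 h at 37 °C, 5% CO2; luciferase detection reagent is then added and luminescence measured after 10 min at ambient temperature.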
FLuc counter = firefly luciferase modulation, counter-screen for miR-21 project; Potency, µM (series often up to 57.5 µM), without a hit: top-dose activity change, negative = inhibition, usual class: inhibitors; P08659; 360,000 tested, 6.9% active; AID 588342; purified FLuc, Km substrates, luminescence inhibition;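 further: potency means the concentration at half of the fitted maximal effect; plate controls were vehicle for no effect and reference inhibitor for full effect; nearly all actives have a fitted effect of over 55% in size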
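Biochemical qHTS of compounds, final roughly 60 µM downward over six points, against 10 nM purified firefly luciferase using Km concentrations of substrates (10 uM D-luciferin, 10 uM ATP) in Tris acetate pH 7.5 buffer; luminescence output.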
TRPV1 agonist = agonists of human vanilloid receptor 1 (TRPV1) | TRPV1-expressing cells, Fluo-8 calcium influx, agonist mode | 320,000 tested, 0.19% active | activation, % at 8.33 µM; in the data active means activation above about 80%; inconclusive means between about 30% and that limit; further: 0% is about no effect
Target sequence (Q8NER1 whole entry, looked up): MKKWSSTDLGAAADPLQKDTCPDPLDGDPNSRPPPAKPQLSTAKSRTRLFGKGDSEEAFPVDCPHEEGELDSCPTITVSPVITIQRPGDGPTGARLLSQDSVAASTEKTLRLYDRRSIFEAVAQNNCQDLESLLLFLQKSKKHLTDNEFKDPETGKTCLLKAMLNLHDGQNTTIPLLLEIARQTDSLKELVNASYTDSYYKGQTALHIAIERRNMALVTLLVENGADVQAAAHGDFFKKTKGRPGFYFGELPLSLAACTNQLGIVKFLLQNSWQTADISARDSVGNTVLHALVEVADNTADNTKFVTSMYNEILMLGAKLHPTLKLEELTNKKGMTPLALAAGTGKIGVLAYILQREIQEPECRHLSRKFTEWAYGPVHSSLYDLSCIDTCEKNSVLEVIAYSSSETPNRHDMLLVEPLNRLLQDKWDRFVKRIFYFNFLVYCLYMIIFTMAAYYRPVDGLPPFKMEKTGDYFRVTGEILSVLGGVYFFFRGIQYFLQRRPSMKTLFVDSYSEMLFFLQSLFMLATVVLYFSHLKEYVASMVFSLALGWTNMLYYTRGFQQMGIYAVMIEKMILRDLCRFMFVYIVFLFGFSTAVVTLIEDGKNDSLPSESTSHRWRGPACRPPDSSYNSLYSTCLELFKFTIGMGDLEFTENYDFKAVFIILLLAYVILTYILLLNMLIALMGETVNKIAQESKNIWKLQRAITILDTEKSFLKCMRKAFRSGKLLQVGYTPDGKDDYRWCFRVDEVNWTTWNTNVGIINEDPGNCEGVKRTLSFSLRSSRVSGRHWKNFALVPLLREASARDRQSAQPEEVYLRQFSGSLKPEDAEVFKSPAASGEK
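Fluo-8 calcium influx in TRPV1-expressing cells, kinetic read (ex 480/em 520 nm). Compound added and read 3 min for agonist activity, followed by capsaicin at EC20 final and 2 min further read for enhancement.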
ELG1 repair inh = blocks ELG1-dependent DNA repair in HEK293T cells; HEK293T ELG1-luciferase reporter, luminescence, 16 h; DNA damage induced by 5-fluorouridine; Potency, µM (doses to about 46.1 µM), for inactives: at the highest dose activity change, negative = inhibition, most hits filed as inhibitors; 330,000 tested, 2.3% active; AID 504467; further: potency means the concentration at half of the fitted maximal effect; on the % scale 0 is the no-effect control and ±100 the full control effect; nearly all actives have a fitted effect of over 55% in size
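DMSO vehicle served as the neutral condition. Each well held 2,000 cells given 5-fluorouridine plus compound; after 16 hr at 37 °C/5% CO2, ONE-Glo was added and luciferase measured 30 min later.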
ELG1 genotox = induces genotoxicity in HEK293T cells with luciferase-tagged ELG1; Potency, µM (titrated, usually from 46 µM), without a hit: at the top dose activity change, positive = activation, actives largely listed as activators; HEK293T ELG1-luciferase reporter, luminescence, 16 h; 330,000 tested, 1.3% active; AID 504466; further: potency means the concentration at half of the fitted maximal effect; % of control where 0% means no effect; nearly all actives have a fitted effect of over 60% in size
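Luminescence read-out: rising ELG1-luciferase signal, reflecting elevated ELG1 protein under genetic stress, flags genotoxic compounds. Cells were treated for 16 hr at 37 °C before ONE-Glo detection.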
RORg inh = inhibitors of mouse ROR gamma transcriptional activity; Drosophila S2 Gal4-RORgamma UAS-luciferase reporter, 20 h; Potency, µM (highest dose often 53.6 µM), for inactives: at the highest dose activity change, negative = inhibition, most hits filed as inhibitors; 310,000 tested, 5.4% active; further: potency means the concentration at half of the fitted maximal effect; on the % scale 0 is the no-effect control and ±100 the full control effect; nearly all actives have a fitted effect of over 60% in size
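Drosophila Schneider cells stably carrying a metallothionein-driven Gal4 DBD–ROR gamma fusion and a UAS-Photinus luciferase reporter were exposed to compound for 1 hr, then induced with copper sulfate (700 uM final) for 20 hr at ambient temperature before luminescence reading.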
VP16 counter = Gal4-VP16 reporter inhibition counter-screen. 310,000 tested, 3.5% active. Drosophila S2 Gal4-VP16 UAS-luciferase, luminescence, 20 h. Potency, µM (top dose mostly 53.6 µM), for inactives: at the highest dose activity, negative = inhibition, actives largely listed as inhibitors;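 further: Gal4-VP16 expression switched on by copper sulfate through the metallothionein promoter; potency means the concentration at half of the fitted maximal effect; on the % scale 0 is the no-effect control and ±100 the full control effect; nearly all actives have a fitted effect of over 50% in size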
Rab9 prom act = Rab9 promoter activation. Huh7 Rab9 promoter-luciferase reporter, luminescence, 24 h. Potency, µM (top dose mostly 9.22 µM), without a hit: top-dose activation, negative = inhibition, usual class: activators. 320,000 tested, 2.8% active; further: potency means the concentration at half of the fitted maximal effect; % of control where 0% means no effect; nearly all actives have a fitted effect of over 60% in size
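Quantitative HTS format; Huh7 Rab9-luciferase reporter cells (1500/well) receive compound 2 h post-plating, incubate 24 h at 37 °C, then get luciferase reagent for 10 min before luminescence reading.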
BRCA1 expr up = activators of BRCA1 expression. MCF7-BRCA1-FFLuc reporter, luminescence, 48 h; response scale: scaled: vehicle 0%, 10 µM genistein 100%. Potency, µM (series often up to 46.1 µM), for the others: at the highest dose activation, hits mostly activators. 380,000 tested, 1.1% active. AID 624202; further: potency means the concentration at half of the fitted maximal effect; nearly all actives have a fitted effect of over 80% in size; some results filed as inactive show a strong effect at the top dose
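Reporter cells (MCF7, BRCA1 promoter-firefly luciferase) received library compounds across a concentration series for 48 h. End-point luminescence was measured and concentration-effect curves derived after normalization.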
Tb PFK block = blocks T. brucei phosphofructokinase; T. brucei PFK, ADP-Glo luminescence; Potency, µM (series often up to 57.5 µM), for inactives: at the top dose activity, negative = inhibition, hits mostly inhibitors; 330,000 tested, 0.17% active; AID 485367;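 further: potency means the concentration at half of the fitted maximal effect; 0% = uninhibited 1x PFK enzyme wells and -100% = no-enzyme wells; nearly all actives have a fitted effect of over 60% in size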
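Luminescent ADP detection (ADP-Glo, two-step: ATP depletion then ADP-to-ATP conversion for luciferase) reported PFK activity after 45 min room-temperature reaction of 1.25 nM enzyme with 0.5 mM F6P and 0.1 mM ATP at pH 8.0.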
An asterisk follows results filed as active; ? = inconclusive; nt = not tested or not shown; & = joins results of further samples; [ ] = remark or other dose. Unless noted, the call rests on the fitted dose curve; in most records, active means well fitted curve in the direction sought with a large enough effect; inconclusive means small, poorly fitted or top-dose-only effect, or another doubt; inactive means no such curve, though single readings can be large; an effect the other way counts as inactive or inconclusive.

The first two records (preview)
Results follow in this order: p53 reactivator	NPC1 promoter act	FLuc counter	TRPV1 agonist	ELG1 repair inh	ELG1 genotox	RORg inh	VP16 counter	Rab9 prom act	BRCA1 expr up	Tb PFK block
- COc1ccc(/C=C(\C#N)c2c[nH]c3ccccc23)cc1
  32µM*	-9%	19µM*	15	17%	?	-6%	-10%	12%	-23%	-4%
- COc1ccc(OC)c(/C=C/C(=O)N(C)CC(=O)Nc2ccc(C)cc2)c1
  -5%	-8%	-5%	4	-15%	1%	-19%	-7%	-5%	-5%	-2%

Main list, from the start:
Results follow in this order: p53 reactivator	NPC1 promoter act	FLuc counter	TRPV1 agonist	ELG1 repair inh	ELG1 genotox	RORg inh	VP16 counter	Rab9 prom act	BRCA1 expr up	Tb PFK block
- COc1ccc(/C=C(\C#N)c2c[nH]c3ccccc23)cc1
  32µM*	-9%	19µM*	15	17%	?	-6%	-10%	12%	-23%	-4%
- COc1ccc(OC)c(/C=C/C(=O)N(C)CC(=O)Nc2ccc(C)cc2)c1
  -5%	-8%	-5%	4	-15%	1%	-19%	-7%	-5%	-5%	-2%
- O=C(NCc1cc([N+](=O)[O-])ccc1O)c1cccnc1Sc1ccc(Cl)cc1
  ?	?	?	-4	?	6.5µM*	-2%	-11%	16%	-14%	-3%
- COCCCn1c(=O)c2sccc2n2c(CCCC(=O)NCc3ccc(F)cc3)nnc12
  -4%	0%	2%&-1%	-1	16%	0%	-1%	4%	1%	3%	2%
- CC(C)CC(NC(=O)C(NC(=O)OC(C)(C)C)C(C)C)C(=O)N1CCCC1C(N)=O (centres undefined)
  -3%	-5%	4%	1	1%	4%	1%	-1%	1%	-5%	0%
- COc1ccc(NC(=O)CCCC(=O)NCCc2ccc(OC)c(OC)c2)cc1
  nt	-2%	0%	3	4%	-3%	-7%	1%	0%	1%	0%
- O=S(=O)(NC1CC1)c1ccc(Cl)cc1
  nt	0%	-2%	3	1%	-2%	31%[1.91 µM]	-1%	2%	5%	2%
- CC(c1ccccc1)N1C(=O)C2C3C=CC(C4CC34)C2C1=O (centres undefined)
  -5%	0%	3%	2	1%	-4%	32%	-6%	-5%	-2%	3%
- CCOC(=O)C1=CN(Cc2cccc(F)c2)S(=O)(=O)N(CC)C1c1ccc2ccccc2c1 (centres undefined)
  -2%	nt	nt	nt	5%	1%	nt	nt	nt	7%	1%
- O=C(CC1OC(=O)c2ccccc21)NNC(=O)c1ccc(F)cc1 (centres undefined)
  2%	-11%	0%	2	14%	4%	nt	nt	1%	2%	3%
- COc1ccc(-c2cc(C)no2)cc1S(=O)(=O)N1CCOc2ccc(C)cc21
  3%	-15%	1%	29	18%	5%	-20%	-3%	1%	-8%	-5%
- Cc1ccc2[nH]c(=O)c(CN(CC3CCCO3)C(=O)c3cccs3)cc2c1 (centres undefined)
  -4%	-5%	3%	-1	-9%	0%	36%	-14%	-3%	-5%	-1%
- CCNC(=S)Nc1ccc(S(=O)(=O)Nc2cc(C)nc(C)n2)cc1
  -1%	-3%	0%	0	-3%	1%	4%	-7%	1%	-6%	0%
- CCOC(=O)C1CCN(C(=O)C2CCN(c3nn4c(=O)cc(C)nc4s3)CC2)CC1
  -3%	-4%	3%	-3	5%	0%	-7%	-12%	2%	-12%	-7%
- COc1cccc(N2CCN(CC(=O)Nc3nnc(-c4ccccc4)s3)CC2)c1
  4%	0%	1%	26	?	-7%	-37%	11%	-2%	-60%	18%
- NC(=NCCc1ccccc1)NS(=O)(=O)c1ccccc1
  3%	-3%	1%	0	8%	-1%	-9%	0%	1%	6%	3%
- Cc1cccc(OCCOC(=O)c2ccc(F)c(S(=O)(=O)N3CCOCC3)c2)c1
  -2%	-5%	-2%	9	-10%	-3%	nt	nt	-6%	-9%	16%
- CCc1noc(C)c1C(=O)N(CC)CC(=O)NCc1ccc(Cl)cc1
  -8%	-4%	5%	2	13%	1%	nt	nt	-5%	3%	0%
- COc1ccccc1N(CC(=O)NCCSCc1ccc(C)cc1)S(=O)(=O)c1ccccc1
  2%	-2%	-1%	19	16µM*	-17%	14%	-8%	-2%	-46%	-1%
- CCC(CO)Oc1cc(NC(=O)c2ccccc2F)c2ncn(C(C)C)c2c1 (centres undefined)
  -2%	nt	nt	nt	5.2µM*	-3%	nt	nt	nt	-45%	?
- O=C(Nc1cccc(Cl)c1)c1cccnn1
  9%	-4%	1%	0	?	5%	?	4%	4%	50%	-3%
- O=C(NC1CCN(C(=S)Nc2ccc(Cl)cc2)CC1)C1CCCCC1
  -3%	0%	-2%	-5	8%	2%	-23%	-4%	3%	-14%	-4%
- CCOc1ncccc1C(=O)Nc1ccc(S(=O)(=O)N2CCCC2)cc1
  0%	-2%	-2%	6	-6%	8%	15%	-15%	-3%	13%	-3%
- CCn1nc(C)cc1C(=O)N1CCCC(Nc2ccc(C(C)C)cc2)C1 (centres undefined)
  nt	-2%	3%	81*	?	-6%	nt	nt	0%	-9%	6%
- CCOCCCNC(=O)CN1C(=O)CSc2ccccc21
  0%	0%	4%	-2	14%	-3%	-2%	-4%	0%	0%	-4%
- Cc1cc(C)cc(NC(=O)c2ccc(CNc3c(N4CCCC4)c(=O)c3=O)cc2)c1
  -6%	-1%	?	-1	7%	-1%	11%	9%	-5%	-8%	3%
- O=C(Nc1cccnc1Cl)C1c2ccccc2Oc2ccccc21
  -7%	3%	-1%	0	-5%	2%	-8%	3%	1%	0%	4%
- COc1cc(OC)cc(C(=O)OCC(=O)Nc2ccc(F)cc2F)c1
  -3%	-2%	-1%	12	5%	0%	8%	-6%	1%	12%	0%
- N=C1C(c2nc(-c3ccc(Cl)cc3)cs2)=C(O)CN1CCCN1CCOCC1
  5%	0%	-2%	0	1%	21%	?	-4%	3%	-40%	0%
- CC1(C)CC(=O)C=C(c2cccc(Cl)c2O)C1
  -6%	-3%	9%	7	-2%	0%	nt	nt	0%	-1%	0%
- Cc1ccc(OCCn2cnc3ccccc3c2=O)c([N+](=O)[O-])c1
  23%	2.8µM*	?	2	?	?	30%	-5%	1.8µM*	4.5µM*	-3%
- COc1ccc(OCC(=O)OCC(=O)c2ccc(OC)c(F)c2)cc1
  5%	-4%	5%	8	?	2%	nt	nt	2%	-14%	0%
- COC(=O)c1ccc(NC(=O)CN2CCN(c3ccccc3C)CC2)cc1
  -2%	-4%	1%	10	?	-5%	4%	-11%	0%	2%	-6%
- Cc1ccccc1C1CCCN(C(=O)c2cc(COc3c(F)cccc3F)on2)C1 (centres undefined)
  -1%	-3%	0%	?	0%	-6%	?	-11%	-6%	-6%	1%
- O=C(O)C1C2CCC(C2)C1C(=O)NCc1ccco1 (centres undefined)
  1%	-3%	-8%	-9	12%	0%	2%	-13%	4%	7%	0%
- CCOc1ccc(S(=O)(=O)Nc2ccccn2)c2ccccc12
  -3%	-2%	-2%	-5	1%	2%	19%	-6%	3%	8%	-2%
- COc1ccc(NC(=O)C(F)(OC)C(F)(F)F)c(OC)c1 (centres undefined)
  11%	-5%	0%	-6	1%	-2%	10%	-4%	-7%	17%	-4%
- CC(=O)c1ccccc1C(=O)N1CCCC(C(=O)c2ccc(C(F)(F)F)cc2)C1 (centres undefined)
  ?	23%	?	11	?	?	?	?	?	?	0%
- CCn1c(=O)c(CCC(=O)NCCN2CCOCC2)c(C)c2c(C)nn(-c3ccccc3)c21
  -8%	0%	-3%	-5	-20%	-6%	-38%	-20%	-8%	0%	-5%
- CC1=C(C(=O)Nc2ccccc2F)C(c2cccs2)NC(=S)N1 (centres undefined)
  12%	-3%	1%	2	6%	0%	-33%	-10%[10 µM]	-8%	-11%	1%
- CN(C)CCn1cnc2c1c(=O)n(C)c(=O)n2C
  -8%	-1%	6%	0	12%	-1%	-5%	2%	2%	7%	1%
- CN(C)CCCN(C(=O)c1ccco1)c1nc2ccc(F)cc2s1
  17%	-2%	-2%	-1	26%	10%	5%	-2%	-9%	62%	-1%
- Cn1c(SCC(=O)c2ccccc2)nnc1-c1cccnc1
  ?	27%	-19%	-3	?	-2%	-8%	14%	?	26%	0%
- COCc1nc2ccccc2n1Cc1ccccc1
  23%	10%	-4%	15	?	?	4%	?	14%	60%	-6%
- CCOC(=O)c1ccccc1Oc1c(F)c(F)nc(NCCO)c1F
  1%	-4%	-1%	1	0%	0%	?	-16%	6%	8%	8%[0.46 µM]
- COc1ccc(NC(=O)CCC(=O)c2ccc(-c3ccccc3)cc2)cc1
  9%	-2%	4%	-3	21%	0%	24%	-2%	0%	32%	0%
- Cc1ccc(C)[n+](CC(=O)c2ccc(-c3ccccc3)cc2)c1
  -4%	0%	-12%	0	7.3µM*	-8%	?	6%	-15%	-17%	0%
